From PubChem
CD11b adhes enh – enhancers of human CD11b/CD18 binding to fibrinogen; 0.07% of 93,000 active; AID 1499; activation, % at 10 µM; P05107+P11215; K562 CD11b/CD18 adhesion to fibrinogen, ATPlite luminescence;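 active = 10 µM primary screen giving 50% or more activity, confirmed by 40% or more on retest at that dose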; note: strong numbers were not always called active
Fibroblast inh – blocks proliferation of human lung fibroblasts | LL 47 human lung fibroblast viability, ATP luminescence; active compounds read low | viability, % at 10 µM | 1.1% of 85,000 active;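 active = viability at or below 50% in the single dose screen; inactive = viability above 50%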;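 note: compound exposure lasted 72 h before the ATP readout; 100% = median luminescence of untreated cell-only wells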
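Material: Human LL 47 lung fibroblast cells | Input: 1,150 cells/well | Buffer or medium: IMEM plus 15% FBS | Compound dosing: 0.1% DMSO in all compound wells | Times: Overnight cell rest, 72 h compound treatment at 37 °C | Signal: CellTiter-Glo luminescence measuring cellular ATP | Measure: % viability versus median cells-only luminescence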
ERa SRC1 inh – blocks coactivator binding to human estrogen receptor alpha. P03372. TR-FRET ER-alpha LBD / SRC-1 peptide, estradiol-bound. inhibition, % at 25.6 µM. 1.7% of 86,000 active. AID 629; in the data active = inhibition above about 50%;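 note: 0% = receptor plus peptide control and 100% = peptide only without receptor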
Target sequence (P03372 whole entry, looked up, the tested form may be a part): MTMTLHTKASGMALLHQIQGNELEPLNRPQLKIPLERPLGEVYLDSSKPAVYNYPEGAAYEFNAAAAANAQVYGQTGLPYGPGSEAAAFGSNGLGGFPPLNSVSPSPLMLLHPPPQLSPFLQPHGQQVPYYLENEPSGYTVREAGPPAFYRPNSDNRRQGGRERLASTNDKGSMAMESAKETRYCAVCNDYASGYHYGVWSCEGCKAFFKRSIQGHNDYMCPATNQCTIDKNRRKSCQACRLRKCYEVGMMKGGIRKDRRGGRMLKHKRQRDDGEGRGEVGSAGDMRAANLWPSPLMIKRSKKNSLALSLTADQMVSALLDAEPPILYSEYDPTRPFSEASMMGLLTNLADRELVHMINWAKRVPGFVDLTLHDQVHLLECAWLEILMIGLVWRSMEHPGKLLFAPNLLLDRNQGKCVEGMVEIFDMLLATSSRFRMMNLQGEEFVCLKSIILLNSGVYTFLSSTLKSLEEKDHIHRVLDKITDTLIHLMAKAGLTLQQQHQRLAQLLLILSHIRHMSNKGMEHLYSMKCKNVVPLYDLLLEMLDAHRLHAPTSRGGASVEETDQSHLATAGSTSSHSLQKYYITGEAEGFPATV
CYP2C19 inhib – inhibitors of human CYP2C19; CYP2C19 Supersomes, luciferin-H EGE luminescence, 30 min; inhibition, % at 5 µM; 21% of 96,000 active; AID 778;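 active = CYP2C19 inhibition above a set limit at 5 µM in the primary screen, cut at about 50% in these data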;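 note: plate controls were negative control wells for no effect and 2.5 mM tranylcypromine positive control for full effect; values of inactives mirror those of a sister screen read the other way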
Target sequence (P33261 whole entry, looked up): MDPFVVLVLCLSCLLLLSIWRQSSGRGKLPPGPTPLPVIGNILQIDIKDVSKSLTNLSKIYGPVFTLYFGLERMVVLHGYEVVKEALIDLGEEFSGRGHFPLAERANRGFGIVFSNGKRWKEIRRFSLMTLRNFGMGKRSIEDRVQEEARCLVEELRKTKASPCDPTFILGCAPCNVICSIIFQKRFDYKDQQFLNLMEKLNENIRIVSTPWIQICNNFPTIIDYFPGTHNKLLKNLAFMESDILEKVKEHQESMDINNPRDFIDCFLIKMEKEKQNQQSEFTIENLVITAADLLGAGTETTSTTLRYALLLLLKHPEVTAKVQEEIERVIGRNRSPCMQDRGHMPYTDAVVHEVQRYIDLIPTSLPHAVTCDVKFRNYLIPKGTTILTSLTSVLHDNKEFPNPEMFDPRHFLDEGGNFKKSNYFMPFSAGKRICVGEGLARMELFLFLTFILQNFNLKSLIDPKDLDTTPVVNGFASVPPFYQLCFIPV
H69AR growth 86K – blocks growth of human H69AR lung tumor cells | H69AR lung tumor viability, ATP luminescence, 72 h; active compounds read low | viability, % at 10 µM | 6% of 85,000 active | AID 598;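 active = viability at or below 40%; inactive = viability above 40%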;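 note: multidrug resistant small cell line overexpressing MRP-1 efflux transporter; 100% = mean luminescence of untreated control wells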
CYP2C19 act – cytochrome P450 2C19 (human) activation; 96,000 tested, under 10 active; AID 1025; activation factor at 5 µM; recombinant CYP2C19, luciferin-H EGE luminescence; active compounds read high; 0 = fully inhibited enzyme, 1 = untreated enzyme; P33261;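 active = activation factor of at least 2 at 5 µM in the primary screen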;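 note: 0 = wells with 2.5 mM tranylcypromine and 1 = vehicle-only wells; values of inactives mirror those of a sister screen read the other way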
ERa SRC1 pot – enhances coactivator binding to human estrogen receptor alpha. P03372. 1.3% of 86,000 active. TR-FRET ERalpha-LBD/SRC-Cy5 coactivator binding, 2 h; 100 = basal binding, no effect. AID 639. coactivator binding (% of control), % at 25.6 µM; in the data active = activity above about 200%;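 note: binding measured in presence of low estradiol as agonist stimulus; 0% = peptide alone without receptor and 100% = receptor with peptide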
CD11b adhes inh – CD11b/CD18-fibrinogen binding inhibition; K562 CD11b/CD18 adhesion to fibrinogen, ATPlite luminescence; Mn2+ added to activate the integrin; inhibition, % at 10 µM; 0.54% of 93,000 active; AID 1497;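 active = primary inhibition of 50% or more at 10 µM, then 40% or more on retest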; note: some results filed as inactive read as strong as hits
HUVEC prolif 384 – inhibitors of human endothelial cell proliferation | HUVEC proliferation, CellTiter-Glo luminescence, 72 h; active compounds read low | viability, % at 10 µM (by protocol) | 1.1% of 86,000 active;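 active = viability at or below 30%; inactive = viability above 30%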;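 note: 100% = median luminescence of DMSO-only cell control wells on each plate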
* = called active by the depositor; · = not tested or not shown; [ ] = another dose, or the depositor's remark.

SMILES	CD11b adhes enh	Fibroblast inh	ERa SRC1 inh	CYP2C19 inhib	H69AR growth 86K	CYP2C19 act	ERa SRC1 pot	CD11b adhes inh	HUVEC prolif 384
O=C1CSC(c2nn(-c3ccccc3)cc2-c2cc3ccccc3oc2=O)N1Cc1ccco1 (stereo not drawn)	1	91	-12[fluorescence artefact?]	55*	41	0.4	125[fluorescence artefact?]	-6	77
O=C(NC(=O)N1CCN(c2ccc(F)cc2)CC1)c1ccccc1	0	105	7[fluorescence artefact?]	43	95	0.6	104	-8	83
COc1cc(S(=O)(=O)N(C)C)ccc1Br	-1	100	0	21	93	0.8	114	-5	100
COC(=O)C1C(=O)NCC1c1ccccc1 (stereo not drawn)	0	112	0	-6	99	1.1	114	6	102
CCOC(=O)Nc1ccc(S(=O)(=O)Nn2cnnc2)cc1	-4	103	17	11	92	0.9	116	13	99
O=C(Cn1cc2c(n1)CCCC2)NCCCN1CCN(C2CCCCC2)CC1	-4	102	3	-9	96	1.1	132	3	102
COc1cc(S(=O)(=O)Nc2c(C)cc(C)cc2C)ccc1Cl	-2	96	-1	44	78	0.6	91	-7	77
CN1C(=O)c2cccc(N(C)C)c2C1=O	-2	110	12[fluorescence artefact?]	-3	87	1	86	-3	96
COc1ccc(NC(=O)c2ccccc2NC(=O)c2ccco2)c(OC)c1	-1	94	0	24	100	0.8	104	-6	88
O=C(O)C1CC=CCC1C(=O)NC12CC3CC(CC(C3)C1)C2 (stereo not drawn)	3	95	-1	-6	92	1.1	105	-14	94
CN(C)CCCNc1oc(-c2ccc(Cl)cc2)nc1C#N	·	84	-18[fluorescence artefact?]	·	80	·	90[fluorescence artefact?]	·	74
CC1(C)Cc2c(sc(NC(=O)c3ccco3)c2C(=O)O)CO1	-5	97	-4	-5	90	1.1	94	-9	94
CC(c1cccs1)N(C(=O)Nc1ccccc1)C1CCCCC1 (stereo not drawn)	-5	94	-10	4	93	1	90	0	117
O=S1(=O)C=CC(Nc2cccc(Cl)c2)C1 (stereo not drawn)	-1	91	-1	18	43	0.8	114	-14	90
O=C(NCc1ccco1)Nc1ccc(Br)cc1Cl	1	96	-5	47	90	0.5	104	8	92
Cc1cc(N2CCN(C3CCCC3)CC2)n2ncc(-c3ccccc3)c2n1	0	102	-21	72*	67	0.3	124	-12	85
CCCCNC(=S)Nc1ccccc1F	0	·	·	29	·	0.7	·	-2	·
Cn1sc(NC(=O)c2ccccc2)nc1=O	3	·	·	0	·	1	·	-7	·
CCc1ccccc1NC(=O)CSc1nnc(Cn2nnc3ccccc32)n1C	·	101	-26	·	86	·	98	·	91
Nc1ncnc2c1ncn2[C@H]1C[C@H](O)[C@@H](COP(=O)(O)O)O1	·	98	4	·	85	·	105	·	98
Cc1ccccc1OCc1nc2ccc(S(=O)(=O)N3CCOCC3)cc2[nH]1	-1	98	1	-8	93	1.1	68	6	89
CCn1cc(C(C)NC(=O)COc2ccc(Cl)cc2C)c(C)n1 (stereo not drawn)	8	104	3	62*	104	0.4	105	6	105
CSc1cc(C)n(-c2ccccc2)c(=S)c1C(C)=O	-3	·	·	14	·	0.9	·	-2	·
Cn1c(OCc2cccnc2)nc2c1c(=O)n(Cc1ccc(Br)cc1)c(=O)n2C	-1	109	7	68*	86	0.3	75	2	75
CC(C)CCn1c(Sc2nc3ccccc3s2)nc2c1c(=O)[nH]c(=O)n2C	2	81	-8	13	79	0.9	139	2	107
CCOc1ccc(-c2cc(N)n(S(=O)(=O)c3ccc(OC)c(OC)c3)n2)cc1	0	96	-6	40	95	0.6	123[fluorescence artefact?]	2	104
CC1CCC(NC(=O)Cn2c(=O)[nH]c3ccsc3c2=O)CC1 (stereo not drawn)	-6	96	-8	9	86	0.9	95	3	94
O=C(N1CCOCC1)N1CCN(c2nc(-c3ccc(F)cc3)cs2)CC1	0	94	5[fluorescence artefact?]	16	90	0.8	124	-9	85
Cn1c(=O)c(C(=O)CSc2nncs2)c(N)n(Cc2ccccc2)c1=O	1	83	-1	91*	73	0.1	95	-8	87
COC(=O)C1=C(N)N(c2ccccc2C(F)(F)F)C2=C(C(=O)CCC2)C1c1ccc2c(c1)OCO2 (stereo not drawn)	-1	93	-1	8	93	0.9	95	9	89
CC1(C)CC(C(CC(=O)O)c2ccccc2)CCO1 (stereo not drawn)	6	101	-11	2	78	1	114	24	100
CCOC(=O)N1CCC(n2c(=S)[nH]c3cc(OCC)c(OCC)cc3c2=O)CC1	47	12*	41[fluorescence artefact?]	4	22*	1	106[fluorescence artefact?]	-41	28*
O=c1c2ccccc2oc2nc3ccn(Cc4ccncc4)c(=O)c3cc12	-1	·	·	41	·	0.6	·	-8	·
CCOC(=O)c1c(CN2CCN(CCO)CC2)n(C)c2cc(Br)c(OC)cc12	-6	72	15	9	16*	0.9	103	26	45
Cc1c(C(=O)Nc2ccc3c(c2)OCCO3)sc2nc(-c3ccccc3)cn12	·	85	-24	·	38*	·	100	·	51
CCN(CC)C(=O)CSc1nc2ccccc2c(=O)n1OC(C)C	1	104	4	6	87	0.9	108	10	108
CC1CCCN(CC(O)CN)C1 (stereo not drawn)	·	113	-8	·	97	·	114[fluorescence artefact?]	·	94
Cn1c(=N)n(CC(=O)O)c2ccccc21	0	102	-3	-16	87	1.2	105	-19	91
COc1ccccc1N1C(=O)CCC1(C#N)c1ccccc1 (stereo not drawn)	0	97	-9	3	102	1	111	-2	95
COC(=O)c1ccc(C2C(C#N)=C(N)Oc3cc(C)n(C)c(=O)c32)cc1 (stereo not drawn)	0	88	2	18	91	0.8	92	-23	98
Cc1ccccc1OCC(=O)OC1CCN(C)CC1	·	99	2	-15	83	1.1	101	·	107
O=C(CSc1nnc(-c2ccccn2)n1-c1ccc(Cl)cc1)Nc1ccc2c(c1)OCO2	-2	62	12	-8	42	1.1	120	1	83
Cc1occc1C(=O)Nc1nnc(C(F)(F)F)s1	-6	88	-3	5	90	0.9	125	36	89
CCc1cc2c(=O)c(Oc3ccccc3F)c(C)oc2c(CN(C)C)c1O	·	·	-4	4	85	1	130	·	95
Nc1nc(CN2CCCCCC2)nc(Nc2ccccc2)n1	-1	106	3	11	77	0.9	110	0	112
COc1ccc(OC)c(CNC(=O)C2CCCN(C(=O)N(C)C)C2)c1 (stereo not drawn)	0	97	-9[fluorescence artefact?]	29	86	0.7	100	-4	97
CCn1cc(SCC(=O)Nc2cc(C)on2)c2ccccc21	2	98	-6	55*	88	0.4	119	5	99
CNS(=O)(=O)c1cccc(C(=O)Nc2cccc(Cl)c2)c1	-1	·	·	70*	·	0.3	·	0	·
Cc1ccc(OCC(=O)NC2CCCC2)c(C)c1	-1	99	8	47	93	0.5	95	-6	103
CC(=O)Nc1cc(C(=O)OC(C(=O)c2ccccc2)c2ccccc2)ccc1C (stereo not drawn)	-2	·	·	59*	·	0.4	·	3	·

New compounds follow
SMILES	CD11b adhes enh	Fibroblast inh	ERa SRC1 inh	CYP2C19 inhib	H69AR growth 86K	CYP2C19 act	ERa SRC1 pot	CD11b adhes inh	HUVEC prolif 384
CC1NC2(C(=O)N(Cc3ccccc3)c3ccccc32)C2C(=O)N(c3ccccc3)C(=O)C12 (stereo not drawn)	4	88	-3	16	96	0.8	99	-3	107
CCn1c(C)nc2c1C(=O)c1ccccc1C2=O	·	96	-1	-8	69	1.1	101	·	61
Cc1cc(NC(=O)c2cc(-c3ccccn3)nc3ccccc23)no1	-5	93	-7	33	83	0.7	88	-6	94
Cc1ccc(N2C(=O)c3ccc(N)cc3C2=O)cc1C	·	102	-2	12	81	0.9	118[fluorescence artefact?]	·	81
CCCN(CCC)S(=O)(=O)c1ccc(C(=O)Nc2nnc(-c3cc(OC)cc(OC)c3)o2)cc1	20	51	38[fluorescence artefact?]	-2	16*	1	101	-12	31
Cc1ccc([C@@H]2C3COCC=C3C(C#N)=C(N)C2(C#N)C#N)o1 (stereo partly drawn)	-2	94	-8	69*	76	0.3	105	-3	96
O=C(NC1CCCCC1)C(c1ccccc1)N(Cc1ccc2c(c1)OCO2)C(=O)c1cnsn1 (stereo not drawn)	·	84	6[fluorescence artefact?]	·	38*	·	89	·	87
Cc1cccnc1NC(=O)CSc1nnc(Cc2ccccc2)o1	·	97	17	·	100	·	100	·	100
O=C(NCc1ccco1)c1cc(-c2ccncc2)nc2ccccc12	4	96	-11	80*	73	0.2	110	-5	100
Cc1cccc(N=C2NC(=O)CS2)c1C	-1	96	-9	7	84	0.9	97[fluorescence artefact?]	-28	92
COc1cc(C(=O)Sc2ccc(Cl)cc2)cc(OC)c1OC	-2	·	·	31	·	0.7	·	12	·
CCCCC(c1nnnn1C1CCCC1)N1CCN(C2CCCCC2)CC1 (stereo not drawn)	2	100	-15	12	41	0.9	104	-2	101
CCC(CCC(=O)Nc1cccc(C(=O)O)c1)C(=O)O (stereo not drawn)	·	99	-8	·	103	·	122	·	104
COc1cccc(Cn2cnc3c(NS(=O)(=O)c4ccc(Cl)cc4)c(C)c(C)cc32)c1	1	·	·	10	·	0.9	·	3	·
CCC(C(=O)N1CCN(c2cccc(Cl)c2)CC1)c1ccccc1 (stereo not drawn)	1	91	1	95*	100	0	96	7	98
CC12CCC(C(=O)Nc3cccc(NC(=O)C45CCC(C)(C(=O)O4)C5(C)C)n3)(OC1=O)C2(C)C	1	102	0	9	·	0.9	130	2	104
COCC(C)NCc1ccccc1C (stereo not drawn)	-2	97	4[fluorescence artefact?]	26	88	0.7	110	-14	88
CN1CCN(C(=O)c2ccc(N(Cc3ccccc3Cl)S(C)(=O)=O)cc2)CC1	-2	92	11	12	90	0.9	89	-6	94
Cc1ccccc1NC(=O)N1CCCC1C(=O)NCc1cccs1 (stereo not drawn)	·	109	16	·	100	·	94	·	100
CN(C)c1ccc(CNC2CC(C)(C)NC(C)(C)C2)cc1	-3	98	-6	-17	97	1.2	99	·	105
COc1ccc(C2CCCN2C(=O)Nc2ccc(F)cc2)cc1OC (stereo not drawn)	·	109	-5	·	95	·	99	·	106
CCOC(=O)CCSc1nc(-c2ccc3c(c2)OCO3)cc(C(F)(F)F)c1C#N	12	·	·	-2	·	1	·	23	·
Cc1noc(/C=C/N(C)C)c1S(=O)(=O)N1CCCC(C(=O)NC2CCCCC2)C1 (stereo not drawn)	1	99	2	10	101	0.9	105[fluorescence artefact?]	4	84
CCOP(=O)(c1c(F)c(F)c(F)c(F)c1F)C1(O)CCCCC1 (stereo not drawn)	-1	101	-2	-5	82	1	123	1	106
COc1ccc(N=Cc2c(O)[nH]c3ccccc23)cc1OC	3	58	12[fluorescence artefact?]	33	53	0.7	86[fluorescence artefact?]	-26	73

2 neighbouring compounds out of the list so far, quoted:
SMILES	CD11b adhes enh	Fibroblast inh	ERa SRC1 inh	CYP2C19 inhib	H69AR growth 86K	CYP2C19 act	ERa SRC1 pot	CD11b adhes inh	HUVEC prolif 384
COc1ccc(C2CCCN2C(=O)Nc2ccc(F)cc2)cc1OC (stereo not drawn)	·	109	-5	·	95	·	99	·	106
CCOC(=O)CCSc1nc(-c2ccc3c(c2)OCO3)cc(C(F)(F)F)c1C#N	12	·	·	-2	·	1	·	23	·
